# MPTP block: permeability transition pore inhibition. isolated mouse mitochondria, Ca2+ swelling absorbance, 30 min. inhibition, % at 10 µM. hit rate 1.4% among 360,000. AID 602449;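 active means inhibition of 50% or more, scaled per plate between neutral and stimulator controls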;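 further: 0% = DMSO wells given calcium and 100% = 1 mM EGTA wells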
# SENP7 inh: blocks the human protease SENP7 | Q9BQF6 | recombinant SENP7, Z-RLRGG-aminoluciferin luminescence, 40 min | inhibition, % at 5 µM | hit rate 1.5% among 330,000 | AID 434973;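 active means inhibition above about 50% at the single test dose, limit read from the data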;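 further: plate controls were DMSO with enzyme for no effect and no enzyme buffer wells for full effect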
# Target sequence (Q9BQF6 706-1050 limits assumed): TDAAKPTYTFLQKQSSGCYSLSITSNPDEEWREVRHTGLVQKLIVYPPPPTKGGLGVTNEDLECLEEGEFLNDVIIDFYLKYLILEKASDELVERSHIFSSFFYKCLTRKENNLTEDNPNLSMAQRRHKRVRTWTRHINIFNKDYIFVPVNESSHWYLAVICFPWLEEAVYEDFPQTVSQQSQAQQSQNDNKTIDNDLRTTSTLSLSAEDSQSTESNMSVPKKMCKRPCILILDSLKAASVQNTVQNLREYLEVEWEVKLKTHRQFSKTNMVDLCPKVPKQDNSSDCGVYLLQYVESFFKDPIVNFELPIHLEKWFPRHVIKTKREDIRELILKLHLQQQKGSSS
# ATG4B inh: inhibitors of human ATG4B cysteine protease; inhibition, % at 8.33 µM; hit rate 0.51% among 340,000; Q9Y4P1; ATG4B cleavage of LC3-PLA2, NBD-HPC fluorescence, 1 h; in the data active means inhibition above about 40%
# SENP6 block: SENP6 protease inhibition | Q9GZR1 | Recombinant SENP6 catalytic domain, aminoluciferin luminescence | inhibition, % at 10 µM | hit rate 1.8% among 330,000 | AID 2599;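 active means inhibition above about 50% at the single tested dose, limit read from the data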;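 further: plate controls were DMSO wells with enzyme for no effect and DMSO wells lacking enzyme for full effect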
# Target sequence (Q9GZR1 628-1112 limits assumed): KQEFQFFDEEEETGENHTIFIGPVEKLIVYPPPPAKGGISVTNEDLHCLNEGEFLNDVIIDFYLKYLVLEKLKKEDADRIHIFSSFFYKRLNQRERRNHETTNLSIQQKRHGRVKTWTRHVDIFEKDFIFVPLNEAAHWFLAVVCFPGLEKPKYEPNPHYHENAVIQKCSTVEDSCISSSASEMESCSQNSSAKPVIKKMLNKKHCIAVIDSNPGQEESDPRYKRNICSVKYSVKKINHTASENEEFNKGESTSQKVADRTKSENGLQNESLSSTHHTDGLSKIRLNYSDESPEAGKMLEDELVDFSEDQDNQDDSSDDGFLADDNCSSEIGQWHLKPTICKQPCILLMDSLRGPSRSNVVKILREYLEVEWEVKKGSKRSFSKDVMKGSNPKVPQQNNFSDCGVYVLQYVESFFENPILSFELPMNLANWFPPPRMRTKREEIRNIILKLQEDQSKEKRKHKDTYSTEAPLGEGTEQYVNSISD
# GRIN3A LBD mod: modulates the human NR3A ligand-binding domain. NR3A LBD differential scanning fluorimetry, Tm shift; 0% = protein alone, 100% = glycine-bound protein. Tm shift relative to glycine control, % at 25 µM. hit rate 2.5% among 340,000. AID 1259313;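 active means melting temperature shift of at least 10% of the positive control shift, at one fixed dose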
# SENP8 block: blocks human SENP8 cleavage of Nedd8 substrate; inhibition, % at 20 µM; hit rate 0.64% among 360,000; recombinant SENP8, Nedd8 substrate fluorescence; in the data active means inhibition mostly above about 40%, no sharp cut-off; inactive means mostly below about 27%
# Target sequence (Q96LD8 whole entry, looked up): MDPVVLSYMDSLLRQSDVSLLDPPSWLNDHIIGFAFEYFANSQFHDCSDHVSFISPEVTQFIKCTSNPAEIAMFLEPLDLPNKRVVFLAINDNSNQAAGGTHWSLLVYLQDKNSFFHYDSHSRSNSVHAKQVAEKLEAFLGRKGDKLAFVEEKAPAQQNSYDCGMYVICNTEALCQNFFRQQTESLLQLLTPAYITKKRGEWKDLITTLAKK
# HKDC1 inhibitor: HKDC1 (human) hexokinase inhibition; Q2TB90; recombinant HKDC1, G6PDH/diaphorase resazurin coupled fluorescence; inhibition, % at 20 µM; hit rate 0.16% among 340,000; AID 493160;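 active means inhibition above about 35% when tested at 20 µM, limit read from the data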;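 further: plate controls were DMSO wells with enzyme for no effect and DMSO wells lacking enzyme for full effect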
#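 Assay system: recombinant HKDC1 hexokinase; detection: coupled resazurin fluorescence, excitation 525 nm, emission 613 nm; benchmarks: DMSO-plus-enzyme-mix negative control, buffer-substituted positive control; compound dosing: single 20 µM dose; schedule: 90 min at room temperature in dark; also added: glucose plus 1 mM ATP as hexokinase substrates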
# PfG6PD inh: PfG6PD (Plasmodium falciparum) enzyme inhibition; PfGluPho enzyme, NADPH resazurin-diaphorase fluorescence; inhibition, % at 20 µM; hit rate 0.78% among 350,000;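 active means inhibition reaching at least a set limit at 20 µM in the primary screen, cut at about 59% in these data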;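 further: 0% = DMSO wells with substrate and 100% = DMSO wells lacking glucose-6-phosphate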
# * marks the source's active call; other numbers are inactive results; . = no result given.
SMILES,MPTP block,SENP7 inh,ATG4B inh,SENP6 block,GRIN3A LBD mod,SENP8 block,HKDC1 inhibitor,PfG6PD inh
COc1ccccc1CCN1CCCC(CN(C)Cc2ccc(OCCO)cc2)C1 (configuration not stated),0.6,-2.1,2.2,-20.5,7.4,21.4,-7.1,7.6
Cc1ccc(CNC(=O)C2CC(c3ccc([N+](=O)[O-])cc3)=NO2)cc1 (configuration not stated),0.3,10.8,-5.0,-5.1,-0.2,10.0,-3.3,9.9
COc1ccc(C2=Nc3nc(-c4ccccc4)cn3C(c3ccc(OC)cc3)C2)cc1 (configuration not stated),0.2,.,11.8,.,-0.3,-395.3,-2.0,-5.6
Cc1nnc(SCc2cc(=O)[nH]c(N3CCCCC3)n2)s1,1.3,-4.6,-4.9,0.8,-3.1,15.5,-3.2,-8.1
O=C(Nc1ccccc1N1CCOCC1)c1ccc2nc[nH]c2c1,0.5,.,-6.0,.,-1.8,14.9,-0.6,-0.1
CSc1nc(Oc2cccc(C(F)(F)F)c2)cc(C(F)(F)F)n1,54.8*,10.4,-7.3,-18.0,-0.4,16.1,2.7,5.5
O=C(CSc1nnc(-c2c[nH]c3ccccc23)o1)NCC1CCCO1 (configuration not stated),1.0,-7.2,-15.7,-2.1,-0.1,-5.4,0.5,16.4
O=C(Nc1c(-c2ccccc2)nc2ccccn12)c1ccccc1,1.5,-13.4,-8.1,-1.9,0.7,5.6,1.0,-8.5
Cn1cccc1Cc1nnc(SCC(=O)N2CCCCCC2)n1CCc1ccccc1,-0.4,-0.7,22.6,-0.2,0.9,-8.1,-9.0,6.4
CC1CC(C)CN(CCOCCSc2ccc(Cl)cc2)C1 (configuration not stated),1.7,2.4,-2.4,6.7,-1.1,15.3,-3.1,4.8
COc1ccc2ccccc2c1-c1sc(Nc2ccccc2)n[n+]1-c1ccc(F)cc1,45.1,4.1,8.9,-7.6,-9.4,14.3,-0.7,98.9*
COc1ccc(S(=O)(=O)N2CCCC(C(=O)Nc3cccnc3)C2)cc1Cl (configuration not stated),-0.6,1.3,1.2,-8.1,2.4,12.3,-1.1,1.1
CN(C)CCCN1C(=O)CSC1c1ccccc1 (configuration not stated),-1.7,-7.2,0.5,-0.6,-1.0,14.6,5.9,-21.1
COc1ccc(NC(=O)CN(C)S(=O)(=O)c2ccc3c(c2)c(=O)n(C)c(=O)n3C)cc1,-1.0,4.9,0.1,4.7,-1.6,3.9,-5.6,-12.8
CC(=O)Nc1ccccc1OCC(=O)NC1CCCCC1C (configuration not stated),0.5,-5.5,-2.3,-2.1,1.1,15.3,-5.0,7.3
O=C(CCc1ccccc1Cl)Nc1ccc(S(=O)(=O)N2CCOCC2)cc1,-0.2,8.9,-8.8,-9.2,18.6*,2.2,2.2,-1.7
Cc1cc2c(c(/C=C/C(=O)c3ccccc3)c1)OC1(C=C2)Oc2ccccc2C(=O)N1C (configuration not stated),1.2,-4.4,0.6,-33.9,-2.7,7.7,2.9,21.9
O=c1[nH]c(/C=C/c2ccccc2)c([N+](=O)[O-])c(=O)[nH]1,2.6,-2.3,2.6,11.9,-1.0,8.9,8.8,-37.8
C=CCSc1nnc(-c2ccc([N+](=O)[O-])cc2)o1,-0.9,-5.7,4.4,-11.0,0.4,24.1,-4.3,-1.5
CC(=O)Nc1ccc(N(C(=O)CNC(=O)c2ccco2)C(C(=O)NCc2ccco2)c2ccccc2F)cc1 (configuration not stated),2.3,-8.1,-0.2,-9.0,-3.6,15.4,-14.5,22.5
CSc1ncc(Cl)c(C(=O)Nc2ccc(C)c(C)c2)n1,-0.1,-14.7,-0.6,-13.8,1.7,19.8,1.6,6.2
CCC(C)(C)NC(=O)C(Sc1ccccc1)c1ccccc1 (configuration not stated),-0.6,-5.4,9.2,0.0,-2.9,8.8,-2.8,-8.3
O=C(COc1ccccc1)NCCSc1ccccc1,1.2,5.6,-18.5,-17.2,1.1,2.9,-0.3,0.1
CC(C)NC(=O)COc1nncc2ccccc12,-0.4,-4.7,4.7,-3.7,0.4,0.4,-7.0,16.5
Cc1cnc(C(=O)N2CCCC(C(=O)c3ccc(C(C)(C)C)cc3)C2)cn1 (configuration not stated),0.8,-3.4,5.8,-13.2,-1.4,2.8,-3.4,7.6

# Laid out differently: entries from further up
CC(=O)Nc1ccccc1OCC(=O)NC1CCCCC1C (configuration not stated)
  MPTP block: 0.5; SENP7 inh: -5.5; ATG4B inh: -2.3; SENP6 block: -2.1; GRIN3A LBD mod: 1.1; SENP8 block: 15.3; HKDC1 inhibitor: -5.0; PfG6PD inh: 7.3

O=C(CCc1ccccc1Cl)Nc1ccc(S(=O)(=O)N2CCOCC2)cc1
  MPTP block: -0.2; SENP7 inh: 8.9; ATG4B inh: -8.8; SENP6 block: -9.2; GRIN3A LBD mod: 18.6*; SENP8 block: 2.2; HKDC1 inhibitor: 2.2; PfG6PD inh: -1.7

# The listing continues.
SMILES,MPTP block,SENP7 inh,ATG4B inh,SENP6 block,GRIN3A LBD mod,SENP8 block,HKDC1 inhibitor,PfG6PD inh
COC(=O)c1ccc(COc2ccc(/C=N/O)cc2)o1,1.5,-1.2,2.3,5.1,-1.4,7.2,-6.7,-18.8
O=C(CCc1ccccc1)NNC(=O)c1ccccc1F,-1.7,4.8,-7.4,-20.3,0.5,1.9,-12.3,6.6
COc1cc(C(=O)NNC(=O)c2n[nH]c3ccccc23)cc(OC)c1OC,-0.5,-2.5,-2.1,-11.5,1.2,12.1,1.3,-12.1
O=C(COC(=O)c1ccc(-c2ccccc2)cc1)Nc1ccccc1-c1ccccc1,4.0,.,32.5,.,-0.4,23.1,-2.4,-2.6
CN(C)CCNC(=S)Nc1ccccc1C(C)(C)C,-0.1,0.7,8.0,-24.5,-0.6,13.1,-11.5,13.5
CN(C)C(=O)CNC(=O)CN1C(=O)NC2(CCCc3sccc32)C1=O (configuration not stated),0.9,0.8,-9.1,-6.9,-2.2,4.1,-1.8,9.1
CN(C(=O)CSc1nc(-c2ccc(C(C)(C)C)cc2)c(C#N)c(=O)[nH]1)C1CCCCC1,16.1,0.2,31.9,2.8,-14.7,-26.4,8.7,-39.7
O=C(CN1CCCC1)Nc1ccc(Br)cc1,-3.8,6.3,-5.7,-1.2,0.2,7.9,1.5,-3.3
CSCCC(NC(=O)c1ccc(Cl)cc1)C(=O)O (configuration not stated),0.4,-0.9,-2.7,-8.8,1.6,2.3,-4.0,-7.6
NC(=O)C1CCN(C(=O)CSCc2ccccc2Cl)CC1,7.8,5.2,0.6,-3.2,-1.1,12.5,-4.3,14.7
CCCCc1nnc(NC(=O)C(C)Sc2nc(N)cc(=O)[nH]2)s1 (configuration not stated),1.8,7.3,-4.1,-10.2,-0.1,8.6,-6.4,-2.8
O=C(c1cnn(-c2ccccc2)c1)c1ccccc1O,1.4,87.5*,7.2,85.1*,0.6,6.8,-6.7,2.0
CC(=O)Nc1ccc(SC(Sc2ccc(NC(C)=O)cc2)c2ccccc2)cc1,0.3,.,13.1,.,5.3,10.8,1.3,-4.7
Cc1ccc(C(=O)NC2(C(F)(F)F)NC(=O)N(c3ccc(Cl)cc3)C2=O)cc1 (configuration not stated),10.4,1.5,-7.7,1.5,-2.9,21.2,-4.6,14.3
CC(NC(=O)C1CCC(C(=O)NC(C)c2ccccc2)CC1)c1ccccc1 (configuration not stated),-0.1,2.7,-6.4,11.5,0.5,13.5,-0.8,-6.0
C[C@H]1CN([C@@H](C)CO)C(=O)Cc2cc(NC(=O)CCC(F)(F)F)ccc2O[C@H]1CN(C)Cc1ccc(-c2ccccc2)cc1,1.4,-11.5,-5.9,-18.1,-3.9,5.3,0.2,30.9
CCOC(=O)c1oc2cc(OCC(=O)OC)ccc2c(=O)c1-c1ccc(OC)c(OC)c1,1.6,7.9,-0.3,1.4,-0.4,15.7,-7.5,10.4
CC(C)c1ccc(NC(=O)CCCN2C(=O)NC(C)(C)C2=O)cc1,-0.3,-6.1,-15.4,-1.0,1.2,7.1,1.0,8.4
CCN(CC)C(=O)C1CCCN(c2ccc([N+](=O)[O-])cc2/C=N/NC(=O)c2cccc(O)c2)C1 (configuration not stated),-2.9,-0.7,-8.2,0.1,-6.0,15.1,0.7,14.7
COCCCNC(=S)N/N=C/c1ccc2ccccc2c1,3.2,-1.1,-5.7,-25.9,1.1,-30.2,0.9,10.7
CNC(=S)N/N=C/c1ccc(C(C)C)cc1,-2.2,-8.0,1.4,-2.9,-0.6,30.2,-0.5,8.8
Oc1ccc(N=Nc2ccc3c(c2)OCCO3)c2cccnc12,2.7,-10.3,-0.2,-9.0,-16.8,40.0*,-25.7,-25.7
CCCCn1nnc(NC(=O)c2ccco2)n1,-16.6,-1.1,2.1,-16.4,-3.7,23.6,-0.3,-2.8
CCOC(=O)C1CCN(S(=O)(=O)c2ccc3c(c2)NC(=O)C(C)S3)CC1 (configuration not stated),-0.7,-10.1,-10.4,7.2,3.7,11.3,0.0,-0.6
COc1ccc(OC)c(NC(=O)C(C)SCc2nc3sc(C)c(C)c3c(=O)[nH]2)c1 (configuration not stated),-0.5,-6.5,-11.9,-22.9,-0.3,-4.9,-2.1,12.5

# Compound profiles, as listed above.
# CN(C)C(=O)CNC(=O)CN1C(=O)NC2(CCCc3sccc32)C1=O (configuration not stated) is listed with MPTP block = 0.9; SENP7 inh = 0.8; ATG4B inh = -9.1; SENP6 block = -6.9; GRIN3A LBD mod = -2.2; SENP8 block = 4.1; HKDC1 inhibitor = -1.8; PfG6PD inh = 9.1
# CCN(CC)C(=O)C1CCCN(c2ccc([N+](=O)[O-])cc2/C=N/NC(=O)c2cccc(O)c2)C1 (configuration not stated) is listed with MPTP block = -2.9; SENP7 inh = -0.7; ATG4B inh = -8.2; SENP6 block = 0.1; GRIN3A LBD mod = -6.0; SENP8 block = 15.1; HKDC1 inhibitor = 0.7; PfG6PD inh = 14.7

# Additional entries:
SMILES,MPTP block,SENP7 inh,ATG4B inh,SENP6 block,GRIN3A LBD mod,SENP8 block,HKDC1 inhibitor,PfG6PD inh
CC(C)OC(=O)CSc1nc2cccnc2n1C1CCCCC1,0.0,-9.4,-6.0,-15.4,-2.7,9.5,4.0,21.7
CN(CC(=O)Nc1ccc(F)cc1)C(=O)C1CC(=O)N(Cc2ccccc2)C1 (configuration not stated),-0.2,-11.9,2.6,-13.3,-3.3,3.0,-3.0,5.2
Cn1c(=O)n(C)c2cc(S(=O)(=O)NCCO)ccc21,-0.4,8.1,-6.6,10.6,-1.1,-16.3,-8.8,-2.2
COc1ccc2cc(C(=O)C3CCCN(C(=O)c4cncs4)C3)ccc2c1 (configuration not stated),1.5,-2.6,0.5,0.2,1.9,-316.0,-2.4,4.5
N#Cc1cc2cc3ccccc3nc2n2c(=O)c3ccccc3nc12,-1.7,-2.9,12.4,5.0,5.5,-78.9,-5.7,18.0
CCN(CC)P(=O)(/C(Cl)=C\Nc1c(C)n(C)n(-c2ccccc2)c1=O)N(CC)CC,1.9,-1.3,0.9,24.9,-1.4,8.9,4.5,-13.9
CN(CCc1cnn(C)c1)Cc1cn(C)nc1-c1ccc2c(c1)OCCO2,0.6,-8.4,-4.8,1.4,0.0,6.7,-7.0,-4.5
CC(C)CCN1CC(O)=C(c2nc(-c3ccc(Cl)cc3)cs2)C1=N,2.7,-10.7,2.2,-9.1,-8.2,5.1,4.3,-3.1
CC(=O)Nc1ccc(/C=N/Nc2nncc3ccccc23)cc1,0.7,.,-1.5,.,6.7,9.8,-0.9,15.8
Cc1ccsc1C(=O)OCC(=O)Nc1ccc(Cl)cn1,-0.1,3.6,-3.9,4.2,1.2,11.5,1.4,11.6
CC(C)Sc1nc(SCC(=O)NCc2ccco2)c2c3c(sc2n1)COC(C)(C)C3,-0.9,-2.1,-15.1,0.8,-1.2,-332.3,-4.1,-3.3
S=C(NCc1ccc(Cl)c(Cl)c1)Nc1ccc2c(c1)OCO2,-10.0,5.7,-5.2,-10.3,-7.9,14.1,-8.4,0.6
CC(NC(=O)CCNS(=O)(=O)c1ccccc1)c1ccccc1 (configuration not stated),14.9,-20.3,-5.4,-10.6,-1.9,5.0,0.2,-19.0
CCOc1ncccc1C(=O)NNC(=O)c1cccc(S(=O)(=O)Nc2ccc(OC)cc2)c1,-1.8,-8.8,-3.9,-4.1,-2.5,-4.8,-3.0,-37.8

# Screening data from PubChem.
